HCV NS3 hel inh: blocks Hepatitis C virus NS3 helicase unwinding; inhibition, % at 10.9 µM; NS3 helicase DNA unwinding, Cy5 molecular beacon fluorescence; 0.56% of 290,000 active;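 active means inhibition above the mean of all tested compounds plus 3 SD, set per campaign, cut at about 35% in these data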;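 further: 0% = DMSO wells and 100% = thioflavine S control wells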
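Test system: hepatitis C virus NS3 helicase domain fragment enzyme. Also added: annealed dual-labelled DNA beacon duplex, ATP-started. Timing: 60 min unwinding reaction at 25 °C after ATP addition. Technique: Cy5 fluorescence. Measure: % inhibition of unwinding.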
VIM-2 inhibitor: inhibitors of Pseudomonas aeruginosa VIM-2 metallo-beta-lactamase | inhibition, % at 5.6 µM | 0.89% of 290,000 active | purified VIM-2, nitrocefin hydrolysis, epi-absorbance fluorescence;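 active means inhibition above the mean of all tested compounds plus 3 SD, cutoff set per screening run, cut at about 7.5% in these data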;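 further: red hydrolysis product quenches plate fluorescence so inhibitors raise well fluorescence; 0% = enzyme with DMSO and 100% = DMSO without enzyme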
NALP1 yeast inh: inhibitors of NALP1 inflammasome in yeast; S. cerevisiae NALP1/ASC/caspase-1 growth, X-gal OD620, 72 h; inhibition, % at 10 µM; 0.61% of 280,000 active; AID 2071; in the data active means inhibition mostly above about 24%, no sharp cut-off; inactive means mostly below about 32%; further: some compounds called inactive have numbers as strong as hits
FID counter: displaces DNA intercalator in HCV helicase counter-screen. DNA fluorescent intercalator displacement, fluorescence. inhibition, % at 7.9 µM. 0.17% of 290,000 active; in the data active means inhibition above about 37%;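 further: 0% = vehicle and 100% = reference compound; higher means more ethidium bromide displaced from hairpin DNA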
MEKK2 WT-MEK5: raises or lowers MEK5 binding to wildtype human MEKK2 PB1 domain; Q9Y2U5; bead flow cytometry, Alexa488-MEK5 binding to MEKK2 WT; actives lie on both sides; binding response (% of control), % at 10 µM; 1.1% of 290,000 active; AID 1531; in the data active means binding response below about 67% or above about 130%
MEKK2 mut-MEK5: signal of MEK5 binding to mutant human MEKK2 PB1 domain. 0.35% of 290,000 active. AID 1530. bead flow cytometry, Alexa488-MEK5 binding to MEKK2 mutant. percent response, % at 10 µM; in the data active means percent response above about 24%, passing the limit was not always enough; further: inactives centre near 1; some results filed as inactive read as strong as hits
IMP-1 inhibitor: blocks Pseudomonas aeruginosa IMP-1 metallo-beta-lactamase; inhibition, % at 5.6 µM; purified IMP-1, nitrocefin hydrolysis, epi-absorbance fluorescence; 0.45% of 290,000 active;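 active means inhibition above the mean plus 3 SD of all compounds in the same screening run, cut at about 4.5% in these data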;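 further: 0% = IMP-1 with DMSO and 100% = DMSO wells lacking enzyme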
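System – purified recombinant IMP-1 beta-lactamase · Input – IMP-1 dispensed at 0.2 nM · Timing – 15 min preincubation plus 25 min reaction at 25 °C · Signal – Epi-absorbance fluorescence, 480 nm excitation, 530 nm emission · Measure – percent IMP-1 inhibition derived from blank-referenced optical density · Controls – Enzyme-plus-DMSO low control, enzyme-free DMSO high control · Replication – singlicate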
SUMO HTRF inh: inhibitors of human SUMOylation (UBC9). HTRF SUMOylation assay, SAE1/SAE2 + UBC9, in vitro. inhibition, % at 35 µM. P63279. 0.36% of 290,000 active; in the data active means inhibition above about 50%, passing the limit was not always enough; further: strong numbers were not always called active
Target sequence (P63279 whole entry, looked up): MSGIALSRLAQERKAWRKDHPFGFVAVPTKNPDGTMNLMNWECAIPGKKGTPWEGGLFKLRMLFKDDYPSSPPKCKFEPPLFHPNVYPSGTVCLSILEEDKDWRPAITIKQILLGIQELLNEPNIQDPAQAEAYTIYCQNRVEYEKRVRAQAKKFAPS
PfM18AAP inh: blocks P. falciparum M18 aspartyl aminopeptidase; recombinant PfM18AAP, H-Glu-NHMec fluorogenic cleavage; inhibition, % at 7.35 µM; 1.2% of 290,000 active;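 active means inhibition above the campaign mean inhibition over all tested compounds plus 3 SD, cut at about 28% in these data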;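 further: 0% = plate median of test compound wells and 100% = 2 mM ZnCl2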
An asterisk follows results filed as active; nt = no result given. No enrichment for hits (roughly 4.7% active in at least one column).

SMILES	HCV NS3 hel inh	VIM-2 inhibitor	NALP1 yeast inh	FID counter	MEKK2 WT-MEK5	MEKK2 mut-MEK5	IMP-1 inhibitor	SUMO HTRF inh	PfM18AAP inh
CCCSC1=N/C(=C\c2ccc3c(c2)OCO3)C(=O)S1	20	-3.9	10	-26	111	1	-2.1	12	8
O=[N+]([O-])c1ccccc1/C=C/C=N/n1c(-c2ccc(Cl)cc2)n[nH]c1=S	10	-3.9	-21	-8	112	8	-3.5	35	9
CCOC(=O)CN1C(=O)/C(=C/c2cccc(Br)c2)Oc2ccccc21	-20	-2.5	-3	-7	96	-4	-3.5	29	-7
COc1ccc2nc(NC(=O)c3ccccc3[N+](=O)[O-])sc2c1	5	-2.2	30*	11	109	13	-3.8	16	-3
Cn1c(=O)cc(OCC(=O)NCCC2=CCCCC2)c2ccccc21	-5	0.8	-15	-38	91	-10	-3.3	30	2
COc1ccccc1NC(=S)NC1CCCCCCCCCCC1	-3	-0.5	-3	-9	100	0	-1.3	2	-10
COc1ccc(OCc2nnc3n2N=C(c2ccc(C)cc2)CS3)cc1	-1	-3.3	-9	-26	89	-15	-0.9	8	-2
Cc1ccc(C(=O)NCC(=O)OCC(=O)NCCc2ccccc2)s1	7	-3.3	-1	-10	102	0	-3.9	3	0
CCOC(=O)c1cc2occc2n1Cc1ccc(F)cc1	-1	-2.6	12	-1	104	1	24*	14	0
CC(=O)Nc1ccc(S(=O)(=O)NCCC(=O)OC(C)C(=O)c2ccc(C)cc2)cc1 (stereo not drawn)	-5	2.2	31	-17	103	3	0.5	1	11
COC(=O)c1sc(N)c(C(=O)OC)c1COC(=O)C1CC(=O)N(Cc2ccco2)C1 (stereo not drawn)	4	-1.6	nt	-6	103	1	-0.8	12	1
O=C(c1cccc(F)c1)N1CCN(S(=O)(=O)Cc2ccccc2)CC1	-13	-2.8	nt	-11	94	-3	-3.4	15	-8
CC(C)CCN(C(=O)Cc1ccccc1F)c1c(N)n(Cc2ccccc2)c(=O)[nH]c1=O	13	0.7	4	-27	84	-8	-0.9	2	-5
COc1ccc(NC(=O)CSc2nccc(C)n2)cc1	1	-2.0	0	1	nt	nt	-1.8	-2	-4
COc1ccc(-c2ccc(OC(=O)NC3CCS(=O)(=O)C3)cc2)cc1 (stereo not drawn)	-1	-0.8	26	1	90	-4	-0.2	2	9
Cc1cccc(-c2nnc(SCC3CNC(=O)O3)n2-c2ccc(Cl)cc2)c1 (stereo not drawn)	2	-4.5	16	-37	99	-1	-2.6	-6	5
COc1ccc(C(C(C(=O)c2ccco2)N2CCOCC2)N2CCOCC2)cc1 (stereo not drawn)	1	-5.9	-24	-4	100	2	-2.8	-6	3
CC(=O)c1cccc(NC(=O)CN(Cc2ccccc2)S(C)(=O)=O)c1	2	0.3	14	-10	107	8	-6.7	23	-11
Cc1nc(-c2ccccc2O)n(S(=O)(=O)N(C)C)n1	-4	-4.4	7	-4	95	-1	-3.5	3	3
CC(C)(C)C1CCC(OC(=O)CCC(=O)Nc2ccccc2)CC1 (stereo not drawn)	-1	-3.2	27	-23	102	0	-3.2	-4	-5
CCC(C)[C@H](NC(=O)NC1CC1)C(=O)O (stereo partly drawn)	-5	1.0	16	4	105	4	-0.7	2	-12
CCC1(C)CC(c2nc(-c3ccc(OC)cc3)cs2)CCS1 (stereo not drawn)	12	-1.0	-6	-1	114	10	-1.8	-4	-1
COc1ccc(CCN2CC(C(=O)NCCc3cnn(C)c3)CCC2=O)cc1 (stereo not drawn)	5	-2.3	21	-19	101	-4	-2.3	-18	10
O=C(Nc1ccccc1)Nc1ccc2nnsc2c1	-4	-2.5	17	5	99	-5	-0.4	5	-6
COc1ccc(C(=O)NCc2nnc(SCC(=O)N3CCCC3)o2)cc1OC	-1	0.3	6	-4	104	2	1.3	-3	-4
Cc1ccc(-n2cc(CNCCn3nc(C)cc3C)c(-c3ccc(F)cc3)n2)cc1	-75	-3.1	15	24	105	-8	0.7	-4	1
CN(c1ccccc1)S(=O)(=O)c1ccc(C(=O)Nc2nnc(C3CC3)s2)cc1	-1	-2.6	-10	-1	98	6	-4.2	-6	-1
CCC(=O)N1CCN(c2ccc(NC(=O)c3c(F)c(F)c(OC)c(F)c3F)cc2)CC1	8	-2.4	-5	0	102	5	-2.2	15	3
Cc1cc(NC(=O)CSCC(=O)N(C)Cc2ccc(Cl)c(Cl)c2)no1	5	-3.6	14	-13	114	14	-4.1	8	-6
COC(=O)C1=C(C)NC(C)=C(C(=O)OC)C1c1ccc(C)o1	2	-1.8	21	-8	101	5	-1.3	22	-8
COc1ccc(/C=C/c2cc(C(=O)O)c3ccccc3n2)cc1	3	6.5	nt	2	89	-24	3.9	50	3
O=C(Nc1ccc(F)cc1)N1CCN(C(=O)C2CCCO2)CC1 (stereo not drawn)	4	-3.0	34*	-6	105	8	-2.4	8	-2
Cc1ccc(S(=O)(=O)N2CCN(CC(=O)N/N=C/c3ccc(Br)s3)CC2)cc1	2	-2.8	24	-17	103	2	-0.9	-7	-6
CCCNC(=O)C1CCC(CNS(=O)(=O)c2cccc3nsnc23)CC1 (stereo not drawn)	3	-1.5	2	-12	105	2	-1.1	-1	1
COc1ccc([C@@H]2[C@@H]3C(=O)N(C(C)(C)C)C(=O)[C@@H]3[C@]3(Cc4ccc(Cl)cc4)C(=O)N(c4cccc(C)c4)C(=O)N23)cc1	-34	0.7	20	-26	98	-5	2.1	-12	-3
COc1ccc(NC(=O)CN(C2CCCCC2)S(C)(=O)=O)cc1Cl	5	1.7	-6	-8	100	1	-1.1	3	-12
Cc1cc(=O)[nH]c(SCC(=O)Nc2nnc(SCc3ccccc3)s2)n1	-32	0.1	-1	-8	86	-15	-4.4	25	-3
O=C(NCCc1ccccc1)C1CCC(=O)N(Cc2cccc(C(F)(F)F)c2)C1 (stereo not drawn)	1	0.1	10	-47	102	5	-3.2	4	-5
COc1cc(C2NC(C(=O)O)Cc3c2[nH]c2ccccc32)cc(OC)c1OC (stereo not drawn)	-6	-1.7	-5	-3	110	5	0.3	2	-2
COc1ccc(OCCCC(=O)NCCc2ccccc2)cc1	5	-4.8	50	-18	105	-1	-4.7	-14	-1

Ordered by formula weight (descending): twelve of the compounds above
SMILES	HCV NS3 hel inh	VIM-2 inhibitor	NALP1 yeast inh	FID counter	MEKK2 WT-MEK5	MEKK2 mut-MEK5	IMP-1 inhibitor	SUMO HTRF inh	PfM18AAP inh
CCC(=O)N1CCN(c2ccc(NC(=O)c3c(F)c(F)c(OC)c(F)c3F)cc2)CC1	8	-2.4	-5	0	102	5	-2.2	15	3
CN(c1ccccc1)S(=O)(=O)c1ccc(C(=O)Nc2nnc(C3CC3)s2)cc1	-1	-2.6	-10	-1	98	6	-4.2	-6	-1
COc1ccc(C(=O)NCc2nnc(SCC(=O)N3CCCC3)o2)cc1OC	-1	0.3	6	-4	104	2	1.3	-3	-4
O=C(NCCc1ccccc1)C1CCC(=O)N(Cc2cccc(C(F)(F)F)c2)C1 (stereo not drawn)	1	0.1	10	-47	102	5	-3.2	4	-5
COc1ccc(CCN2CC(C(=O)NCCc3cnn(C)c3)CCC2=O)cc1 (stereo not drawn)	5	-2.3	21	-19	101	-4	-2.3	-18	10
COc1cc(C2NC(C(=O)O)Cc3c2[nH]c2ccccc32)cc(OC)c1OC (stereo not drawn)	-6	-1.7	-5	-3	110	5	0.3	2	-2
COc1ccc(NC(=O)CN(C2CCCCC2)S(C)(=O)=O)cc1Cl	5	1.7	-6	-8	100	1	-1.1	3	-12
CCC1(C)CC(c2nc(-c3ccc(OC)cc3)cs2)CCS1 (stereo not drawn)	12	-1.0	-6	-1	114	10	-1.8	-4	-1
O=C(Nc1ccc(F)cc1)N1CCN(C(=O)C2CCCO2)CC1 (stereo not drawn)	4	-3.0	34*	-6	105	8	-2.4	8	-2
COc1ccc(OCCCC(=O)NCCc2ccccc2)cc1	5	-4.8	50	-18	105	-1	-4.7	-14	-1
COc1ccc(/C=C/c2cc(C(=O)O)c3ccccc3n2)cc1	3	6.5	nt	2	89	-24	3.9	50	3
O=C(Nc1ccccc1)Nc1ccc2nnsc2c1	-4	-2.5	17	5	99	-5	-0.4	5	-6

New compounds follow.
SMILES	HCV NS3 hel inh	VIM-2 inhibitor	NALP1 yeast inh	FID counter	MEKK2 WT-MEK5	MEKK2 mut-MEK5	IMP-1 inhibitor	SUMO HTRF inh	PfM18AAP inh
O=C(OCN1C(=O)c2ccccc2C1=O)c1cccc(OC(F)F)c1	-3	-2.8	18	-11	103	8	-3.4	8	-1
O=C(Nc1cccc(-c2nc3cccnc3s2)c1)c1ccc(Cl)nc1	4	-3.1	nt	-6	103	11	-2.2	38	-7
O=C(NC1CCCC1)C(c1ccncc1)N(Cc1cccs1)C(=O)c1csnn1 (stereo not drawn)	-3	-2.4	-10	-11	113	3	0.3	35	12
C=C(C)Cn1c(CCNC(=O)c2ccco2)nc2ccccc21	9	-3.1	14	-16	102	9	-3.5	-2	4
Cc1ccsc1/C=C1/CN(C)Cc2c1nc1ccccc1c2C(=O)O	-13	-0.1	19	-8	99	-1	-0.7	21	4
Cc1ccc(-n2nc(C)c3c(C)c(CCC(=O)Nc4ccc(CN5CCCC5)cc4)c(C)nc32)cc1	-57	0.0	nt	13	191*	34	-3.3	-4	2
N#CCCCSc1ncccc1-c1nc2ccccc2[nH]1	7	-3.2	nt	-2	103	5	-1.7	nt	-1
Cc1ccc(OCc2nnc(SCC(=O)N3C(C)CCCC3C)o2)cc1 (stereo not drawn)	-2	-1.7	21	-32	95	-2	-3.1	1	5
CC(C)[C@@H](C(=O)NC1CC1)N1C(=O)N2CCc3c([nH]c4ccccc34)[C@@]2(C)C1=O	-15	-1.1	3	-34	102	2	-1.7	0	-5
COc1ccc(CN2C(=O)c3cccc4cccc(c34)C2=O)cc1	11	-1.1	nt	-2	101	9	-2.1	15	-8
COc1ccc(-n2cnc3cc(C(=O)NCC4CCCO4)ccc32)cc1 (stereo not drawn)	-3	0.3	17	-30	107	4	-1.2	25	0
CC(C)Cc1ccc(S(=O)(=O)N2CCOCC2)cc1	2	-1.0	10	-7	96	-2	-1.6	20	-7
CC(C)(C)S(=O)(=O)/C(C#N)=N/Nc1ccc(S(N)(=O)=O)cc1	-1	0.1	0	-1	102	0	0.3	6	2
OCCC1CN(Cc2cccc3nonc23)CCN1C1CCCCC1 (stereo not drawn)	6	-1.3	6	7	101	2	-0.7	8	0
Cc1cc(NC(=O)COC(=O)COc2ccc(Cl)cc2C)c([N+](=O)[O-])cc1C	-6	-2.8	20	1	107	2	-0.6	14	0
O=C(c1noc2c1CCCC2)N1CCN(c2ccccc2)CC1	1	-0.7	13	-14	102	1	-0.8	-5	4
COCCn1c(SCC(=O)Nc2cccc(S(N)(=O)=O)c2)nc2cc(Cl)ccc2c1=O	-2	-1.3	5	0	98	-3	-1.7	8	-11
c1ccc2c(Cn3ccnc3)c[nH]c2c1	-14	-0.9	-6	0	101	0	-1.3	8	1

Source: PubChem (several laboratories)
